Assay outcomes: PubChem BioAssay, National Center for Advancing Translational Sciences (NCATS)
GPT2 inh – GPT2 alanine aminotransferase inhibition; Q8TD30; Recombinant GPT2, coupled pyruvate oxidase/HRP Amplex Red fluorescence; Potency, µM (top dose mostly 57.7 µM), inactives show at the highest dose activity change, negative = inhibition, actives largely listed as inhibitors; 100,000 tested, 0.25% active; also: potency is read from the fitted curve at half-maximal effect; nearly all actives have a fitted effect of over 60% in size; many of its hits are not listed in these tables
Target sequence (Q8TD30 whole entry, looked up): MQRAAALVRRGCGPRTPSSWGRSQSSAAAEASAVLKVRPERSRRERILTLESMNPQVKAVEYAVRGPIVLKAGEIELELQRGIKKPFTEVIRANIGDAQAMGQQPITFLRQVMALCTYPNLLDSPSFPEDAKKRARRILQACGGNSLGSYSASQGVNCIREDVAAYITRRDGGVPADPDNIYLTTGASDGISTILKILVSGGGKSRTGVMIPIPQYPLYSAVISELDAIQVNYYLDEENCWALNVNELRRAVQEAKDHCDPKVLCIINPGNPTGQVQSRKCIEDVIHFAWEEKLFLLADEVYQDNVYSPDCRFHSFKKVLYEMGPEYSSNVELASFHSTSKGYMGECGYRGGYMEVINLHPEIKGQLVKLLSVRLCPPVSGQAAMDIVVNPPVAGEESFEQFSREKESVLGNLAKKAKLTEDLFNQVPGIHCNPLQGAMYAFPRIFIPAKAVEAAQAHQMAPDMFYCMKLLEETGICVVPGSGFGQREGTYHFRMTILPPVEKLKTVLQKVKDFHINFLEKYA
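Fluorescence read-out: pyruvate from GPT2 turnover coupled to pyruvate oxidase, HRP and Amplex Red (0.2mM ThPP, 0.2U/mL PO and HRP, 50uM Amplex final). Substrates 250uM a-KG, 2mM L-alanine; enzyme 10ng/uL; 30 min RT.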
HEK293 viab – cell viability loss counter-screen. Potency, µM (top dose mostly 57.1 µM), for the others: at the highest dose activity change, negative = cytotoxicity, most hits filed as cytotoxic. HEK-293-SNCA-luc viability, GF-AFC fluorescence, 24 h. AID 1671193. 150,000 tested, 0.12% active;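 also: potency is read from the fitted curve at half-maximal effect; 0% = DMSO-treated cells and -100% = medium-only wells without cells; nearly all actives have a fitted effect of over 30% in size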
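Cytotoxicity counterscreen: after 24 h compound treatment of genome-edited SNCA-luciferase HEK-293 cells, live-cell protease substrate GF-AFC read by fluorescence after 30 min; activity scaled between DMSO (0%) and medium-only (-100%), curves Hill-fitted.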
HEK293 tox – cytotoxic compounds in HEK 293 cells. Potency, µM (doses to about 115 µM), without a hit: at the top dose activity change, negative = cytotoxicity, usual class: inhibitors. HEK 293 viability, ATP luminescence (CellTiter-Glo), 48-72 h. 94,000 tested, 6.6% active. AID 1345083; also: potency is read from the fitted curve at half-maximal effect; nearly all actives have a fitted effect of over 60% in size
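HEK 293 cells at 250 cells/well were exposed to compounds by pintool transfer for 48 or 72 hr at 37 degree Celsius, 5% CO2. Viability was read as ATP-coupled luminescence with CellTiter-Glo after 10 min at room temperature.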
Luciferase inh – Photinus pyralis luciferase inhibition; Potency, µM (highest dose often 115 µM), for the others: at the top dose activity change, negative = inhibition, most hits filed as inhibitors; purified P. pyralis luciferase, luminescence, biochemical; 76,000 tested, 2.5% active; P08659; AID 1347043; also: potency is read from the fitted curve at half-maximal effect; nearly all actives have a fitted effect of over 65% in size
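Purified P. pyralis luciferase (10nM final) in 50mM Tris acetate pH 7.5, 10mM Mg acetate, 0.01% Tween-20, 0.05% BSA with 10uM D-luciferin and 10uM ATP. Compounds titrated qHTS. Luminescence imaged on CCD.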
SNCA expr inh – reduces expression of the alpha-synuclein gene; HEK-293 SNCA-luciferase knock-in, luminescence, 24 h; Potency, µM (highest dose often 57.2 µM), for the others: at the top dose activity change, negative = inhibition, actives largely listed as inhibitors; 140,000 tested, 0.17% active;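 also: potency is read from the fitted curve at half-maximal effect; plate controls were DMSO cells for no effect and cell-free wells for full effect; nearly all actives have a fitted effect of over 45% in size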
IP6K1 inhibitor – IP6K1 kinase inhibition; Q92551; IP6K1 kinase, ADP-Glo luminescence, 2 h; stronger effect = lower value; activity change, % (series mostly up to about 58 µM); 140,000 tested, 0.81% active; AID 1645851; in the data active = activity change below about -25%
Target sequence (Q92551 whole entry, looked up): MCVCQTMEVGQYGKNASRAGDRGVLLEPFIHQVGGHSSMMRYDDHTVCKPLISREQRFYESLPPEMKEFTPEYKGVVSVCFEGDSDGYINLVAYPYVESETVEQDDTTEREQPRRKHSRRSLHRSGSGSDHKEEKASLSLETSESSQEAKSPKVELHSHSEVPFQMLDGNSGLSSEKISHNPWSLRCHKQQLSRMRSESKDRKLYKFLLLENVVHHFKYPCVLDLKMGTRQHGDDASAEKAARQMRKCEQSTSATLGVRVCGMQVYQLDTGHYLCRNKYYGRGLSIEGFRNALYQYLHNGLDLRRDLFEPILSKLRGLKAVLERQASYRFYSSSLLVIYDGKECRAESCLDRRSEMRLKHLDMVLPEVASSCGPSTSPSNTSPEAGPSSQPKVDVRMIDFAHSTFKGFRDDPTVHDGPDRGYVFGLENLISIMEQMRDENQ
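ADP-Glo luminescence measures ADP made by human IP6K1 during a 2 h RT reaction with ATP/IP6 (mix at 1.3 mM/130 uM); top library doses 57.5 and 19.1 uM final.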
NIH3T3 tox – cytotoxic compounds in NIH 3T3 cells. NIH 3T3 viability, CellTiter-Glo ATP luminescence, 48-72 h. Potency, µM (top dose mostly 96.7 µM), without a hit: at the top dose activity change, negative = cytotoxicity, usual class: inhibitors. 94,000 tested, 4.3% active. AID 1345082; also: potency is read from the fitted curve at half-maximal effect; nearly all actives have a fitted effect of over 55% in size
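First NIH 3T3 cells are plated at 400 cells/well; next compound is pinned in; then plates incubate 48 or 72 hr at 37 °C; finally CellTiter-Glo is added and luminescence read after 10 min.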
* marks the source's active call; other numbers are inactive results; i = inactive; ? = inconclusive; . = no result given; [ ] = another dose, or the depositor's remark. Unless noted, calls follow the shape of the dose curve; as a rule, active = well fitted curve in the direction sought with a large enough effect; inconclusive = small, poorly fitted or top-dose-only effect, or another doubt; inactive = no such curve, though single readings can be large; an effect the other way counts as inactive or inconclusive. Unless noted, % is scaled to controls: 0 for no effect and ±100 for the full control effect.

SMILES	GPT2 inh	HEK293 viab	HEK293 tox	Luciferase inh	SNCA expr inh	IP6K1 inhibitor	NIH3T3 tox
CCCOc1ccc(Cn2c(=O)sc3ccccc32)cc1	.	1%	.	.	2%	-8	.
CCc1ccccc1CN1CCCC2(Cc3ccccc3CNC2=O)C1 (configuration not stated)	i	-16%	?	.	-5%	5	?
C#CCNC(=O)CC[C@@H]1CNC(=O)[C@@H]2C[C@H](NC(=O)Nc3cccc(Cl)c3)CN12	-11%[88.5 µM]	-1%[87.6 µM]	-6%[172 µM]	-7%[172 µM]	3%[87.6 µM]	19	-9%[174 µM]
O=C(NCCc1noc(-c2cccnc2)n1)C1CCC1	i	-12%[12.5 µM]	1%	-16%	64%[activator]	8	?
Cc1noc([C@@H]2CN(C(=O)c3occc3C)C[C@H]2CO)n1	-4%	5%	4%	-5%	8%	-9	-9%
O[C@@H]1C[C@@H](c2nc(-c3ccncc3)no2)N(Cc2ccc(F)cc2)C1	-7%[88.5 µM]	1%[87.6 µM]	-5%[172 µM]	-1%[172 µM]	-18%[87.6 µM]	4	-22%[174 µM]
CNC(=O)c1cc(C)nc2onc(C3CCCN(C(=O)c4ccc(F)cc4)C3)c12 (configuration not stated)	.	.	-5%	.	.	-4	-16%
Cc1noc(-c2ccn3c(CNC(=O)Cc4ccccc4Cl)nnc3c2)n1	i	-18%	-35%	1%	-9%	10	-15%
CCOC(=O)CSc1nc2c([nH]c3ccccc32)c(=O)n1-c1ccc(OCC)cc1	.	-10%	.	.	?	-4	.
CCCN1CCN(CCCNC(=O)C(CC)n2nc(C)n3c(cc4occc43)c2=O)CC1 (configuration not stated)	.	-13%	.	.	2%	-20	.
CCOc1ccc(-c2cc(C)n3nc(C(=O)Nc4cc(Cl)ccc4O)cc3n2)cc1	.	-1%	.	.	5%	19	.
CSc1ccc(NC(=O)Cn2nnnc2-c2ccccc2F)cc1	.	6%	.	.	17%	21	.
Cc1oc(C(O)c2ccccc2)nc1C(=O)Nc1ccccc1 (configuration not stated)	2%[88.5 µM]	5%[87.6 µM]	?	6%[172 µM]	-13%[87.6 µM]	8	-16%[138 µM]
CN1CC(=O)N(c2ccccc2F)Cc2c(NCCO)ncnc21	?	2%[87.6 µM]	-26%[172 µM]	-6%[172 µM]	11%[87.6 µM]	-1	-10%[138 µM]
CCN1CCC(CC(=O)N2CCC(n3c(C)cnc3C)CC2)CC1	3%	7%	-11%	-4%	0%	-11	-4%
O=C(NCc1ccc(N2CCOCC2)cc1)c1cc2cn(C3CC3)cc2s1	-15%	3%	-15%	-13%	-14%	4	-10%
O=C(c1cccc(O)c1)N1CCC(CO)(CN2CCCC2)CC1	2%	-3%	-27%	-1%	1%	7	-4%
CN(C)C(=O)N1CCCC(c2nn(-c3ccccn3)c(=O)[nH]2)C1 (configuration not stated)	2%[88.5 µM]	4%[87.6 µM]	-3%[172 µM]	.	28%[87.6 µM]	-4	4%[138 µM]
Cc1cc(C)cc(NC(=O)N2CCC(CCc3nc(C4CCOCC4)no3)CC2)c1	3%	-11%	?	.	6%	24	?
CCC(C)NC(=O)c1ccc2c(c1)nc1n2CCCCC1 (configuration not stated)	.	10%	.	.	-32%	-6	.
CN1Cc2ccccc2N(CC(O)COc2ccccc2)CCC1=O (configuration not stated)	.	.	?	.	.	-8	-2%
CCS(=O)(=O)N(Cc1cccnc1)c1cccc(-c2ccc(C#N)cc2)c1	-18%	-9%	.	.	.	14	.
Cc1ccc(CN2C(=O)C3(CCOCC3)CC2c2nnnn2C(C)(C)C)cc1C (configuration not stated)	i	-3%	i	1%	2%	6	-1%
Cc1ccc(C(=O)Nc2ccc(S(=O)(=O)O)c3cc(S(=O)(=O)O)cc(S(=O)(=O)O)c23)cc1NC(=O)c1cccc(NC(=O)Nc2cccc(C(=O)Nc3cc(C(=O)Nc4ccc(S(=O)(=O)O)c5cc(S(=O)(=O)O)cc(S(=O)(=O)O)c45)ccc3C)c2)c1	i	?	.	.	15%	-95*	.
CCN1CCC[C@H]1CNC(=O)c1c(O)c(Cl)cc(Cl)c1OC	i	-3%	.	.	3%	-2	.
COCCNC(=O)[C@@H]1C[C@H](Oc2cccnc2)CN1C(=O)c1n[nH]c2ccccc12	4%	10%	-15%	.	6%	5	-10%
CC(C)COc1ccc(C(=O)Nc2cc(-c3ccccc3)no2)cc1	.	-3%	.	.	77%[activator]	5	.
CC(=O)N1CCc2c(sc(NC(=O)CSc3ccc(C)cc3)c2-c2nc3ccccc3s2)C1	.	?	.	.	-11%	11	.
O=C(C1CC1)N1CCCC2(COc3ccccc3[S+](=O)([O-])N2)C1 (configuration not stated)	-11%	3%	4%	.	0%	-5	i
NC(=O)NNc1ccccc1	-4%	31%[23.9 µM]	.	.	-16%[25.6 µM]	28	.
O=C(c1ccc2c(c1)OCO2)N1CCC2(Cc3ccccc3NC2=O)C1 (configuration not stated)	4%	-22%	-22%	-6%	-26%	8	-7%
CCN(c1cc(C#CCN2CCOCC2)cc(C(=O)NCc2c(C)cc(C)[nH]c2=O)c1C)C1CCC(N(C)CCOC)CC1 (configuration not stated)	i	-5%	.	.	.	-11	.
CC(C)NC(=O)Cn1nc(N2CCN(c3ccccc3)CC2)ccc1=O	.	-10%	.	.	24%	3	.
Cc1cc(CNC(=O)c2cc(-c3ccnn3C)cc3c2OCCN3C)no1	i	2%[87.6 µM]	-19%[172 µM]	7%[172 µM]	-3%[87.6 µM]	-2	?
O=C1N(Cc2ccccn2)C[C@H]2CN(Cc3ccc(C(F)(F)F)cc3)CCN12	1%[88.5 µM]	-5%[87.6 µM]	?	12%[172 µM]	?	-14	?
CC(C)(C)N1CC(C(=O)NCCCc2ccc(Cl)cc2)CC1=O (configuration not stated)	-5%	2%	?	15%	-21%	10	?
COC(=O)NC1CCCN(c2ccc3nnc(-c4ccccc4)n3n2)C1 (configuration not stated)	.	.	?	.	.	-6	?
Cc1cc2oc(C(=O)Nc3ccc(S(=O)(=O)N4CCC(C)CC4)cc3)cc(=O)c2cc1C	.	-6%	.	.	1%	29	.
COc1cc(C(=O)N2CC[C@@]3(O)CCN(S(C)(=O)=O)C[C@H]3C2)ccn1	i[11.5 µM]	1%	-10%	2%	-19%	-11	-4%
Cc1ccc(CNC(=O)C(C)n2nc(C)n3c(cc4sccc43)c2=O)cc1 (configuration not stated)	.	5%	.	.	8%	-12	.
CCC(=O)N(C1CCOCC1)C1CCN(S(=O)(=O)c2ccc3c(c2)CCC3)CC1	0%	8%	?	3%	-14%	2	?
COc1ccc(CNC(=O)N2C[C@@H](Oc3cccnc3)C[C@@H]2C(=O)N2CCOCC2)cc1	-5%	11%	i	0%	5%	19	i
O=C(NC[C@H]1O[C@@H](CC(=O)N2CCN(c3ccccn3)CC2)[C@H](O)[C@@H]1O)c1cccc(F)c1	1%	10%	0%	2%	10%	15	-9%
O=C(c1ccc(N2CC3CC(C2)[C@H]2CCCC(=O)N2C3)nc1)N1CCOCC1 (some centres not stated)	i	2%	-13%	0%	29%	10	-14%
C[C@@H]1CN(C(=O)c2ccc3c(c2)CCC3)C[C@]1(C)O	4%	0%	2%	-5%	4%	3	-3%
CC1CCN(S(=O)(=O)c2ccc(C(=O)Nc3sc4c(c3C(N)=O)CC(C)(C)NC4(C)C)cc2)CC1	.	13%	.	.	41%[activator]	25	.
Cn1c(=NC(=O)c2ccc(S(=O)(=O)N3CCCC3)cc2)sc2cc(F)ccc21	.	-2%	.	.	8%	-3	.
Cn1cccc1C(=O)NC1CCCN(c2cc(-c3ccc(Cl)cc3)[nH]n2)C1 (configuration not stated)	-20%	-16%	40µM*	?	8%	2	40µM*
CCCCN(C(=O)CCn1c(=O)oc2ccccc21)c1ccccc1	.	-15%	.	.	?	2	.
CC(=O)Nc1ccc(OCC(=O)N2CCN(c3ccc(Cl)cc3)CC2)nc1	i	1%	?	0%	-16%	13	-24%
CC(C)C1c2nccn2CCCN1C(=O)CCn1cccn1 (configuration not stated)	-21%	-5%	-4%	0%	-7%	0	-8%
CC(C)c1nc(N(C)Cc2cc(-c3cccnc3)no2)c2cnn(C)c2n1	i	8%	?	-1%	9%	0	?
O=C1CC2CCN(Cc3ccc(C(F)(F)F)cc3)CC2CCN1 (configuration not stated)	-5%	0%	-27%	.	-11%	-18	-4%
CC(C)CC(C)NC(=O)c1ccc(Cn2ccn3nc4c(c3c2=O)CCCC4)cc1 (configuration not stated)	i	-14%	?	0%	1%	22	?
CNC(=O)[C@@H]1C[C@@H](O)CN1C1CCN(C(=O)c2ccc(OC)c(F)c2)CC1	0%	3%	2%	1%	0%	3	-8%
CCc1ccc(NC(=O)C(Cc2ccccc2)NS(=O)(=O)c2ccc3c(c2)CCN3C(C)=O)cc1 (configuration not stated)	.	?	.	.	-12%	24	.
Cc1ccc(CN2CCN(C(=O)C3CCCCC(=O)N3C)CC2)cc1 (configuration not stated)	i	3%	3%	-1%	1%	31	3%
COC[C@@H]1CN(C(=O)c2nn(C)c3ccccc23)C[C@H]1C(N)=O	-3%	13%	-16%	-8%	3%	7	-16%
COc1ccccc1Oc1ncccc1CNC(=O)c1ccc2n[nH]nc2c1	i[11.5 µM]	-1%	1%	5%	10%	50	-16%
Cc1ccc(C)c(C(=O)N2CCN(c3cc(-c4ccc(Cl)cc4)[nH]n3)CC2)c1	0%	?	25µM*	-3%	?	4	?
O=C(c1ccn[nH]1)N1CCC(c2nc(CCOCC3CCOCC3)no2)C1 (configuration not stated)	i	3%[12.5 µM]	-7%	6%	-24%	19	-10%
O[C@@H]1C[C@@H](c2nnc3n2CCN(CC2CC2)C3)N(Cc2cccnc2)C1	-2%	4%[12.5 µM]	-4%	-10%	?	2	-13%
Cc1ccc2nc3n(c2c1)[C@@H](CNC(=O)COc1ccccc1)COC3	-1%[88.5 µM]	-7%[87.6 µM]	?	10%[172 µM]	-13%[87.6 µM]	-4	?

Another view of part of the listing above.
Results follow in this order: GPT2 inh, HEK293 viab, HEK293 tox, Luciferase inh, SNCA expr inh, IP6K1 inhibitor, NIH3T3 tox
> Cc1ccc(CNC(=O)C(C)n2nc(C)n3c(cc4sccc43)c2=O)cc1 (configuration not stated)
 : ., 5%, ., ., 8%, -12, .
> CCC(=O)N(C1CCOCC1)C1CCN(S(=O)(=O)c2ccc3c(c2)CCC3)CC1
 : 0%, 8%, ?, 3%, -14%, 2, ?
> COc1ccc(CNC(=O)N2C[C@@H](Oc3cccnc3)C[C@@H]2C(=O)N2CCOCC2)cc1
 : -5%, 11%, i, 0%, 5%, 19, i
> O=C(NC[C@H]1O[C@@H](CC(=O)N2CCN(c3ccccn3)CC2)[C@H](O)[C@@H]1O)c1cccc(F)c1
 : 1%, 10%, 0%, 2%, 10%, 15, -9%

A portion of the library (hit frequency here may not be typical).
